# Rac1 wt GTP bind = wildtype Rac1 GTP binding modulators, primary screen, biochemical, GST-Rac1 beads, flow cytometry, multiplex; hit rate 0.27% among 190,000; Ras-related C3 botulinum toxin substrate 1 (Homo sapiens), P63000; fluorescent GTP binding; actives lie on both sides; 0 = cold GTP competed, 100 = untreated; GTP binding activity (% of control), % at 10 µM;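 active = GTP binding activity at least 20 points away from the 100% control level, either lower or higher; inconclusive = compound flagged as likely green fluorescent, judged across all proteins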
# Rac1 act GTP bind = GTP binding modulators of activated mutant Rac1, primary screen, biochemical, bead-based flow cytometry, multiplex, fluorescent GTP; Ras-related C3 botulinum toxin substrate 1 (Homo sapiens), P63000; GST-Rac1 activated beads; actives lie on both sides; 100% means binding = to untreated wells; percent activity (GTP binding), % at 10 µM; hit rate 0.11% among 190,000;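 active = GTP binding at least 20 percentage points away from the 100% baseline, in either direction, so actives lie on both sides; inconclusive = Compound likely fluorescent itself, or too few beads counted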
# Mcl1-Bid inh = Mcl-1/Bid binding inhibitors, primary screen, biochemical, TR-FRET, 1536-well. AID 1021, 2008. TR-FRET Mcl-1/Bid-Dy647 peptide binding. inhibition, % at 21.7 µM. hit rate 0.97% among 220,000. Induced myeloid leukemia cell differentiation protein Mcl-1 (Homo sapiens), Q07820;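 active = compounds that cut the binding signal by more than half at the single screening dose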;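 note: His-tagged Mcl-1 with europium anti-His antibody binding Bid BH3 peptide; 0% = Mcl-1 plus peptide wells and 100% = peptide-only wells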
# Target sequence (Q07820 whole entry, looked up): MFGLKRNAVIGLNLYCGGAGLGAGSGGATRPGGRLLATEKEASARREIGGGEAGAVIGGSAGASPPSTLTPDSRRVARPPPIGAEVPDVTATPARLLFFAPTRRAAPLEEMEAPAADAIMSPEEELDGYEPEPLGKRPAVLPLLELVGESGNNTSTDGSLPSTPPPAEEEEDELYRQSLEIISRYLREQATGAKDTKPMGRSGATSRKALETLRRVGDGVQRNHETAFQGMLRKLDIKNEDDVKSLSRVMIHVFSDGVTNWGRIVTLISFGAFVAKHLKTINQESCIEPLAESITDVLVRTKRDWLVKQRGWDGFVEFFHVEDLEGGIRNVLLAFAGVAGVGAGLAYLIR
# Cdc42 wt GTP = modulators of GTP binding to wildtype Cdc42, primary screen, biochemical, multiplex bead flow cytometry, Bodipy-GTP; GST-Cdc42 beads; actives lie on both sides; percent activity (GTP binding), % at 10 µM; hit rate 0.2% among 190,000; AID 761, 2007;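 active = percent activity GTP binding at least 20 points away from the 100% baseline, either down as inhibitor or up as activator; inconclusive = compound flagged as likely green fluorescent from well-wide comparison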;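 note: median bead fluorescence of bound Bodipy-FL-GTP at 100 nM; 0% = excess unlabeled GTP control and 100% = no compound control; below 100% means less GTP binding so inhibitor and above means activator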
# Target sequence (P60953 whole entry, looked up): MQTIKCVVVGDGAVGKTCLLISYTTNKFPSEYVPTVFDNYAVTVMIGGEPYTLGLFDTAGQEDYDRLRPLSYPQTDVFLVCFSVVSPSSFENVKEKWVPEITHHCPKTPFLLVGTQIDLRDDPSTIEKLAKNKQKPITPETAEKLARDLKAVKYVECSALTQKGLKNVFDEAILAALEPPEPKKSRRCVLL
# HRas wt GTP = modulators of GTP binding to HRas wildtype, primary screen, biochemical, bead-based flow cytometry, multiplex; GTPase HRas (Homo sapiens), P01112; GST-Ras wt beads, Bodipy-FL-GTP binding; actives lie on both sides; GTP binding activity, % at 10 µM; hit rate 0.14% among 190,000;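 active = GTP binding activity at least 20% away from the 100% baseline, either lowered as inhibitor or raised as activator; inconclusive = flagged as likely green fluorescent, judged across all proteins in the well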;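 note: 0% = unlabeled GTP competition control and 100% = no-compound control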
# Target sequence (P01112 whole entry, looked up): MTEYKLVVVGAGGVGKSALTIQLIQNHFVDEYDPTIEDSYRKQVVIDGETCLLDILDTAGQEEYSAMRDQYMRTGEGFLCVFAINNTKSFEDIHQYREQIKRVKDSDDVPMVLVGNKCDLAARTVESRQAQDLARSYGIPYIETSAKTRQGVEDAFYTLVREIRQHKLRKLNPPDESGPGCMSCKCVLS
# Rab7 wt modul = modulators of GTP binding to Rab7, primary screen, biochemical, wildtype, multiplex bead flow cytometry. GST-Rab7 beads, fluorescent GTP binding; actives lie on both sides; untreated = 100%, excess cold GTP = 0%. GTP binding activity (percent of control), % at 10 µM. hit rate 0.055% among 190,000. AID 758, 2007;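 active = fluorescent GTP binding to Rab7 beads changed by at least 20 points from the 100% baseline, either direction, mostly lower; inconclusive = compound itself probably fluorescent, or too few beads counted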;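 note: median green fluorescence of bound Bodipy-FL-GTP per Rab7 bead population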
# Mcl1 Noxa PPI = Mcl-1/Noxa binding inhibitors, primary screen, biochemical, TR-FRET, 1536-well. Induced myeloid leukemia cell differentiation protein Mcl-1 (Homo sapiens), Q07820. TR-FRET Mcl-1/Noxa peptide binding, 2 h. inhibition, % at 21.7 µM. hit rate 1.5% among 220,000. AID 1022, 2008;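 active = compounds that cut the protein-peptide binding signal by more than 50% relative to plate controls in a single-dose test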;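 note: His-tagged Mcl-1 with rhodamine Noxa BH3 peptide and terbium anti-His antibody; 0% = Mcl-1 plus Noxa peptide wells and 100% = peptide-only wells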
# Rab2 wt GTP = modulators of GTP binding to Rab2A wildtype, primary screen, biochemical, dog, bead-based flow cytometry, multiplex. Ras-related protein Rab-2A (Canis lupus familiaris), P61105. GST-Rab2 wt beads, Bodipy-GTP binding. GTP binding activity, % at 10 µM. hit rate 0.19% among 190,000;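 active = GTP binding activity at least 20 points away from 100%, either lowered or raised; inconclusive = signal likely due to the compound's own green fluorescence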;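 note: 0% = beads with excess unlabeled GTP and 100% = no-compound control corrected for plate trend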
# RGS8-Gao reg = RGS8-Galphao binding modulators, primary screen, biochemical, multiplexed bead flow cytometry; Guanine nucleotide-binding protein G(o) subunit alpha (Homo sapiens), P09471; actives lie on both sides; response (percent of control binding), % at 10 µM; hit rate 0.34% among 220,000; in the data active = response below about 60% or above about 140%; inactive = in between;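 note: Galphao activated as the GDP aluminium fluoride complex binding bead-coupled RGS8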
# Target sequence (P09471 whole entry, looked up): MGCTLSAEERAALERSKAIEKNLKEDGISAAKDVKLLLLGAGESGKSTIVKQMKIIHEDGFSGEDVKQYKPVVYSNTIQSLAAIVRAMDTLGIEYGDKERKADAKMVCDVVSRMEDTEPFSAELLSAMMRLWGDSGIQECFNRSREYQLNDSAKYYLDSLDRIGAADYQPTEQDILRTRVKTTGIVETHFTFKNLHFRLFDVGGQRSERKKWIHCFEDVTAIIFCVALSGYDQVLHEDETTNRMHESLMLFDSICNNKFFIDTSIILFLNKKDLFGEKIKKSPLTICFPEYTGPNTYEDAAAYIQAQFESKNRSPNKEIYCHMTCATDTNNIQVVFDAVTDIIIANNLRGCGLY
# Pf gamet viab = late stage P. falciparum gametocyte viability inhibitors, primary screen, ATP luminescence, HTS; P. falciparum stage V gametocytes, 24 h; inhibition, % at 10.9 µM; hit rate 0.065% among 150,000;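 active = inhibition above the mean plus 3 SD of compounds within the control limits, set per campaign, cut at about 38% in these data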;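 note: 0% = DMSO wells and 100% = medium only without gametocytes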
# Mcl-1 Bim block = inhibitors of Bim peptide binding to Mcl-1, primary screen, biochemical, bead-based flow cytometry, multiplex; Induced myeloid leukemia cell differentiation protein Mcl-1 (Homo sapiens), Q07820; Bim peptide-Mcl-1 binding; inhibition, % at 10 µM; hit rate 0.1% among 190,000; AID 1009, 2008; in the data active = inhibition above about 40%;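 note: 0% = no compound tracer wells and 100% = peptide blocker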
# * = called active by the depositor; ? = inconclusive; . = not tested or not shown.
entry	compound	Rac1 wt GTP bind	Rac1 act GTP bind	Mcl1-Bid inh	Cdc42 wt GTP	HRas wt GTP	Rab7 wt modul	Mcl1 Noxa PPI	Rab2 wt GTP	RGS8-Gao reg	Pf gamet viab	Mcl-1 Bim block
1	CCOc1cccc(NC(=O)C2CC(=O)N(C)C(=Nc3ccccc3)S2)c1 (stereo not given)	105	102	8	106	104	102	8	102	109	.	-2
2	N#CCSc1nn(-c2ccc(F)cc2)c(=S)s1	94	95	13	92	95	100	23	97	106	-38	-2
3	CCOC(=O)CSC1=C(C#N)C(c2ccc(C)cc2)C(C(=O)OC)C(=O)N1 (stereo not given)	104	101	-42	102	104	103	4	103	94	13	2
4	COC1(c2ccccc2)NC(=S)NN=C1c1ccccc1 (stereo not given)	100	94	-10	98	98	100	22	100	99	-16	-3
5	NC(N)=Nc1nc2ccc(Cl)cc2c(=O)[nH]1	?	?	-7	?	?	?	-23	?	102	.	2
6	c1cc(CNC2=NCCCCC2)ccn1	92	92	2	95	95	91	24	93	97	-11	0
7	CCSc1nc2c(sc3ccccc32)c(=O)n1C(C)C	105	102	-14	105	103	104	21	103	123	6	-3
8	CN(Cc1cn(C)nc1-c1cccc(Cl)c1)C1CCOCC1	100	98	-6	98	100	101	0	98	100	-5	-3
9	O=C(c1cc(-c2ccccc2)on1)N1CCN(C(=O)c2ccco2)CC1	92	91	-6	92	94	96	11	90	104	-19	-2
10	CC1(C)CC(=O)C2=C(C1)N(Cc1ccccc1)C(=O)C2(O)C(F)(F)F (stereo not given)	101	100	-10	103	104	101	4	104	101	.	-1
11	CCCNC(=O)c1cc2c3ccccc3n(C)c2s1	101	99	-14	103	102	98	-6	102	97	3	0
12	Cn1c(-c2ccc3c(c2)OCO3)cnc1NCc1ccccc1Cl	100	95	7	93	96	96	34	98	98	-14	1
13	COc1cc([N+](=O)[O-])ccc1NC(=S)Nc1cccc(C(=O)O)c1	106	100	-32	105	99	95	25	98	99	1	-4
14	CNC(=O)C1=C(C)NC(=S)NC1c1cccs1 (stereo not given)	89	91	-36	88	91	100	-3	95	103	-3	-1
15	Cc1cc([N+](=O)[O-])ccc1N=Nc1c(N)[nH]n(-c2ccccc2)c1=O	78*	87	-38	88	91	99	19	90	102	12	0
16	COc1ccc(-c2nnc(SC(C)C(=O)Nc3ccc4c(c3)OCCO4)o2)cc1 (stereo not given)	106	100	-5	104	104	100	13	103	103	.	0
17	Cc1csc2c(C#N)c(=O)c3c(n12)CCC3	92	94	9	91	92	97	28	93	105	.	0
18	N=c1n(CCN2CCOCC2)c2ccccc2n1CC(=O)c1ccc(Cl)c(Cl)c1	104	100	-11	102	101	103	12	100	99	6	0
19	COc1ccc(CCNC(=O)[C@@H]2C[C@H]2c2ccccc2)cc1OC	105	103	0	104	103	105	-9	101	98	0	-3
20	Cc1cc(C)c2c(N)c(S(=O)(=O)c3ccccc3)sc2n1	108	102	3	108	103	101	-10	101	100	.	-2
21	O=C(NCc1ccco1)C1CC(c2ccc(Cl)c(Cl)c2)=NO1 (stereo not given)	93	89	-7	90	93	99	-16	96	99	-2	0
22	CCC(=O)Nc1cccc(NC(=O)c2cccc([N+](=O)[O-])c2)c1	97	98	-1	97	98	101	-4	96	96	.	-3
23	CC1CCCC(C)N1CC(C)(C)NS(=O)(=O)c1ccc(Cl)cc1 (stereo not given)	110	102	13	105	104	104	-1	105	99	-6	-2
24	c1ccc(C2(CNc3ccccn3)CCCC2)cc1	107	96	1	105	104	106	28	105	106	12	-1
25	COc1ccc(C2C(C#N)=C(N)OC3=C2C(=O)CCC3)cc1OC (stereo not given)	100	99	70*	98	95	95	-4	97	113	5	-3
26	CCOC(=O)c1ccc(N2C(=O)CC(SCC(N)C(=O)OCC)C2=O)cc1 (stereo not given)	103	95	7	100	97	99	26	95	96	.	-3
27	CC(=O)c1ccc(NC(=O)C2CC(=O)N(Cc3ccccc3)C2)cc1 (stereo not given)	103	98	1	96	100	102	13	97	101	-8	-4
28	Cc1cc(C)nc(NS(=O)(=O)c2ccc(NC(=O)CCC3COc4ccccc4O3)cc2)n1 (stereo not given)	?	?	-1	?	?	?	8	?	98	-9	-1
29	Cc1nc(N)sc1-c1csc(N(C)c2ccc(O)cc2)n1	110	99	-67	103	104	104	22	101	104	.	0
30	CCOCCOC(=O)COc1ccc(N2C(=O)c3ccccc3C2=O)cc1	97	97	-37	105	101	97	-2	99	98	.	-3
31	O=C(NNc1nc(-c2ccccc2)cs1)c1ccc(F)cc1	96	94	-53	94	96	106	-20	98	94	.	-3
32	COc1ccc(/C=C2\CCCC(C(=O)C(F)(F)F)=C2O)cc1	104	97	-2	102	100	97	23	99	101	.	0
33	Cc1sc2ncnc(N3CCCCC3C)c2c1C (stereo not given)	107	101	1	104	103	103	5	105	102	.	-1
34	O=S(=O)(NCc1csc(-c2cccnc2)n1)c1cccs1	106	102	-3	103	101	98	17	103	101	.	-2
35	COc1ccc(C(=O)C2CCN(C(=S)Nc3ccc(F)cc3)CC2)cc1	97	93	-27	98	96	93	22	96	101	-1	-5
36	COCCNC(=O)CCC(=O)NNc1nc2ccccc2c2nc(C)nn12	104	97	-9	99	100	107	8	101	98	6	-4
37	Cc1ccc(/C(N)=N/OC(=O)c2cccs2)cc1	100	98	-9	99	97	100	10	99	99	3	2
38	COc1ccc(C(O)c2nccn2Cc2ccccc2)cc1 (stereo not given)	98	96	-6	98	99	100	5	99	100	.	-2
39	CCC(NC(=O)CCCc1ccccc1)c1ccccc1 (stereo not given)	103	96	4	100	97	95	3	99	104	.	6
40	COc1cc(NC(=O)c2cccc3c2C(=O)N(Cc2cccnc2)C3)cc(OC)c1OC	104	100	-2	104	100	100	26	102	98	.	1
41	C=CCNC(=S)Nc1ccc(Br)cc1F	105	100	-23	101	102	102	1	102	100	11	-3
42	COc1cccc(-c2ccc(SCC(=O)N3CCN(c4ccccc4)CC3)nn2)c1	92	89	-33	99	96	102	14	95	96	13	0
43	Cc1cc(C(=O)C(=O)NC(C)C)c(C)n1-c1ccc([N+](=O)[O-])cc1	97	96	-17	98	98	100	11	100	102	.	0
44	Cc1ccc2[nH]nc(C(=O)N3CCCC(C(=O)c4ccc(Cl)cc4)C3)c2c1 (stereo not given)	100	92	4	96	97	105	15	99	101	.	1
45	CCc1ccc2c(c1)C(c1ccc([N+](=O)[O-])cc1)=NNC(c1ccc(F)cc1)=N2	99	98	15	99	99	96	5	97	99	-14	-2
46	COc1ccc(OCC(O)CNC(=O)c2ccc(OC)cc2)cc1 (stereo not given)	98	93	-9	98	100	109	5	101	100	-1	0
47	CCn1c(N)c(C(=O)NCc2cccnc2)sc1=S	102	100	-30	104	103	106	2	105	101	.	1
48	CCOC(=O)c1ccc(NC(=O)c2ccc3c(c2)OCO3)cc1	106	101	-22	103	100	98	26	98	99	.	-2
49	CCc1ccc(-n2c(=O)c3c(C)c(C(=O)N(C)C)sc3n(CC(=O)NCC3CCCO3)c2=O)cc1 (stereo not given)	99	96	-16	100	99	108	-2	100	102	2	1
50	COc1ccccc1NC(=O)NCC(=O)Nc1c(C)cccc1C	97	95	-13	96	95	107	-3	99	103	-5	-1
51	CCCC(=O)n1nc(-c2ccco2)nc1SCc1ccccc1	107	98	-9	102	100	99	-9	101	97	.	-3
52	COC(=O)c1ccc(N=Cc2c(C(F)(F)F)[nH][nH]c2=O)cc1	103	96	-16	100	101	109	8	100	100	.	0
53	CCCNC(=O)COC(=O)c1ccc(N2CCCC2)c([N+](=O)[O-])c1	95	95	-41	95	98	99	-9	97	105	13	0
54	COc1ccc(C(C(=O)NC2CCCCC2)N(C(=O)c2sc(C)nc2C)c2ccccc2C)cc1 (stereo not given)	97	96	-23	97	99	96	.	96	99	.	-1
55	CCN1C(=O)/C(=C\c2cccs2)C(C(=O)OC)=C1C	104	99	-57	100	105	102	13	102	101	-10	-2
56	Cc1ccc(CS(=O)(=O)c2ncn[nH]2)cc1	99	95	-11	98	99	105	17	100	102	.	-3
57	O=C1CNCc2[nH]c3ccccc3c2N1c1ccccc1	107	102	-31	102	100	98	-1	99	105	.	-1
58	Cn1cc(Cl)c(-c2n[nH]c(=S)n2C2CCCCC2)n1	95	92	-32	88	95	96	22	94	97	.	-3
59	CCOC(=O)c1sc(NC(=O)CN2C(=O)c3cccc4cccc(c34)C2=O)nc1C	107	103	-5	105	103	102	-21	105	96	.	-2
60	CCOC(=O)C1CCCN(C(=O)CCc2ccccc2)C1 (stereo not given)	105	97	-15	104	101	98	-9	101	105	-6	-3

# Remaining list, next part.
entry	compound	Rac1 wt GTP bind	Rac1 act GTP bind	Mcl1-Bid inh	Cdc42 wt GTP	HRas wt GTP	Rab7 wt modul	Mcl1 Noxa PPI	Rab2 wt GTP	RGS8-Gao reg	Pf gamet viab	Mcl-1 Bim block
61	O=C(CSc1nnc(-c2ccco2)n1-c1ccccc1)NCc1ccc2c(c1)OCO2	92	96	-41	97	97	92	-5	96	99	6	5
62	Cc1ccccc1OCCSc1nc(N(C)C)nc(N(C)C)n1	99	97	-11	95	98	100	-1	99	102	9	-7
63	O=C(NC(=S)Nc1cccc(NC(=O)c2ccccc2Cl)c1)c1cccs1	101	95	-16	97	96	99	9	97	105	17	-6
64	O=C(Cc1ccc(-c2ccccc2)cc1)NCc1cccnc1	94	94	-4	95	96	98	6	94	100	-21	-3
65	Cc1cccnc1NC(=O)CSc1nnc(COc2ccc(C(C)C)cc2)n1C	98	97	-13	99	100	99	16	101	101	.	-1
66	COc1ccccc1/C=C/C=N/n1c(COc2ccccc2)n[nH]c1=S	101	99	-10	101	101	98	1	100	111	-8	-6
67	CC(C)C(=O)Nc1ccc(C(=O)NNC(=O)C(c2ccccc2)c2ccccc2)cc1	?	?	1	?	?	?	-4	?	104	10	-2
68	O=C(O)CSCc1c(F)cccc1Cl	106	98	2	104	100	103	-2	101	99	.	0
69	COc1ccc(CCN2CCCn3c2nc2c3c(=O)n(Cc3ccccc3F)c(=O)n2C)cc1OC	103	98	-1	103	102	103	7	102	101	.	-4
